Sm TGR inh = qHTS Assay for the Inhibitors of Schistosoma Mansoni Peroxiredoxins | Schistosoma mansoni thioredoxin glutathione reductase (TGR), Q962Y6 | 360,000 compounds, 3% hits | purified TGR, DTNB reduction, TNB absorbance 405 nm | Potency, µM (series often up to 114 µM), for inactives: top-dose activity change, negative = inhibition, actives largely listed as inhibitors; note: potency is the fitted concentration of half-maximal effect; nearly all actives have a fitted effect of over 60% in size
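Kinetic colorimetric format: TGR-catalysed, NADPH-driven DTNB reduction monitored via TNB absorbance. Enzyme dispensed at 20 nM; compound exposure 15 min at room temperature before reaction start.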
HCMV antiviral = qHTS Assay for inhibitors of the human cytomegalovirus (HCMV); HFF cells, HCMV-luciferase reporter, 72 h; active compounds read low; activity change, negative = inhibition, % at 57.5 µM; AID 1259415, 2018; 410,000 compounds, 4.5% hits; in the data active = activity change below about -60%; inconclusive = no clear call, values can overlap the other calls; inactive = above about -39%
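Human foreskin fibroblasts infected with luciferase-reporter HCMV at MOI 1 PFU/cell, compounds at two doses. Luciferase measured 72 h post infection; normalized to buffer-only basal and Salinomycin (10uM) controls.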
Giardia FBPA inh = qHTS Assay for Inhibitors of Fructose-1,6-bisphosphate Aldolase from Giardia Lamblia; 290,000 compounds, 0.71% hits; Potency, µM (doses to about 59.6 µM), for the others: top-dose activity, negative = inhibition, most hits filed as inhibitors; A8B2U2; purified Giardia FBPA; note: potency is the fitted concentration of half-maximal effect; nearly all actives have a fitted effect of over 55% in size
Target sequence (A8B2U2 whole entry, looked up): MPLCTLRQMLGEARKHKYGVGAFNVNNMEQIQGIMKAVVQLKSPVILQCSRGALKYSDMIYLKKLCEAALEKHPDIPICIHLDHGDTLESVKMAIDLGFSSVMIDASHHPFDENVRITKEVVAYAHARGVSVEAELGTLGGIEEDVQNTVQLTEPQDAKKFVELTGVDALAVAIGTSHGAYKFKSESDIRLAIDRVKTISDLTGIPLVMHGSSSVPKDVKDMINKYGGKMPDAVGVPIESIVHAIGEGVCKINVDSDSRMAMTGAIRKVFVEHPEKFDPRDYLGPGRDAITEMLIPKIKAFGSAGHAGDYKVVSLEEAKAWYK
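40 nM FBPA preincubated 10 min at RT with compound (up to 57.5 uM final), then substrate plus GAPDH/TPI/NAD/arsenate coupling and diaphorase/resazurin added. Fluorescence read after 20 min at RT, 525/598 nm.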
AmpC detergent = qHTS Inhibitors of AmpC Beta-Lactamase (assay with detergent); P00811; AmpC hydrolysis of nitrocefin, absorbance 480 nm, 0.01% Triton; Potency, µM (doses to about 114 µM), inactives show at the top dose activity change, negative = inhibition, most hits filed as inhibitors; 370,000 compounds, 0.041% hits;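 note: potency is the fitted concentration of half-maximal effect; 0% = no-compound wells and -100% = no-enzyme wells; nearly all actives have a fitted effect of over 25% in size; some results filed as inactive show a strong effect at the top dose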
Target sequence (P00811 whole entry, looked up): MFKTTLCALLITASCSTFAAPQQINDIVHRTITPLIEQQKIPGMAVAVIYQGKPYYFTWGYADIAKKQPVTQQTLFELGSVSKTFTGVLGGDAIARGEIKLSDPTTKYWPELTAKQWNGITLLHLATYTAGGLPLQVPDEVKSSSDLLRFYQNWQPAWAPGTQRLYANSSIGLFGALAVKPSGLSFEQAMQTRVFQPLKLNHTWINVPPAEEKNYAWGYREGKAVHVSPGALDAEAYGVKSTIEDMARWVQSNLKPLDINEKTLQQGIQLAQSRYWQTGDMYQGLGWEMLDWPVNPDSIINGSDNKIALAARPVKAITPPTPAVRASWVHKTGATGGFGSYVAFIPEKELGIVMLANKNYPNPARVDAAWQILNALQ
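AmpC (5.3 nM in the dispensed reagent) in 20 mM phosphate pH 7.0 with 0.01% (detergent screen) or 0.0001% Triton X-100 was preincubated with compounds for 15 min at room temperature. Nitrocefin was then added from an 800 uM solution, and hydrolysis was followed at 480 nm.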
HCV inhibitor = qHTS Assay for Inhibitors of Hepatitis C Virus (HCV); Potency, µM (highest dose often 41.8 µM), for the others: top-dose activity change, negative = inhibition, usual class: inhibitors; Huh7.5.1 HCVcc-Cre infection, luciferase reporter, 44 h; 340,000 compounds, 3.4% hits; note: potency is the fitted concentration of half-maximal effect
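Luciferase read-out (15 sec integration) after a 15 min room-temperature substrate step quantifies HCVcc-Cre infection. Cells, 1,000 per well, had compound added 4 h post-plating, then virus at ~0.5 moi, and were cultured 44 h.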
AmpC no deterg = qHTS Inhibitors of AmpC Beta-Lactamase (assay without detergent); 330,000 compounds, 0.52% hits; AmpC nitrocefin hydrolysis, absorbance 480 nm, 0.0001% Triton; Potency, µM (series often up to 57.1 µM), for inactives: at the highest dose activity change, negative = inhibition, usual class: inhibitors; AID 485341, 2010;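 note: potency is the fitted concentration of half-maximal effect; plate controls were no compound for no effect and no enzyme for full effect; nearly all actives have a fitted effect of over 20% in size; some results filed as inactive show a strong effect at the top dose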
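20 mM phosphate pH 7.0 + 0.01% (detergent screen) or 0.0001% Triton X-100; 5.3 nM AmpC reagent; cpd preinc 15 min RT; nitrocefin (800 uM stock) to start; A480 q20 s × 4 min; Activity was normalised to no-enzyme and no-compound control wells.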
An asterisk follows results filed as active; ? = inconclusive; . = no result given; & = joins results of further samples; [ ] = dose if it differs, or a comment. Unless noted, calls come from the whole dose curve; as a rule, active = well fitted curve in the direction sought with a large enough effect; inconclusive = small, poorly fitted or top-dose-only effect, or another doubt; inactive = no such curve, though single readings can be large; an effect the other way counts as inactive or inconclusive. Unless noted, % is set by controls: 0 for no effect and ±100 for the full control effect.

Each structure is followed by: Sm TGR inh	HCMV antiviral	Giardia FBPA inh	AmpC detergent	HCV inhibitor	AmpC no deterg
#1 COc1ccccc1N1CCN(S(=O)(=O)CCNC(=O)COc2ccccc2F)CC1
  15%	-21	.	17%	.	.
#2 COc1ccc2c(c1)O[C@@H](c1cccc(C(F)(F)F)c1)[C@H](OC(=O)N[C@H]1CCCc3ccccc31)C2=O
  -6%	.	-12%&1%	?	-3%[8.37 µM]	-42%
#3 NC(=O)CCN(C(=O)c1cccc(S(=O)(=O)N2CCc3ccccc32)c1)c1ccccc1
  -13%	-20	.	?	22%	125%[activator]
#4 COc1ccc(CCNC(=O)c2cccc(S(=O)(=O)NC(C)c3ccccc3)c2)cc1 (configuration not stated)
  -19%	-11	.	3%	?	-9%
#5 Cc1ccc(Cn2cc(S(=O)(=O)c3cccc(C)c3)c(=O)c3cc(F)c(N4CCOCC4)cc32)cc1
  1%	-27	.	1%	.	.
#6 Cc1occc1C(=O)N/N=C/C1=C(N2CCOCC2)C(=C\c2ccc(Cl)cc2Cl)/CC1
  -12%	-16	4%	-3%	?	-44%
#7 O=C(CSc1cn[nH]n1)Nc1cccc(C(=O)O)c1
  1%	-17	-11%	7%	3%	114%[activator]
#8 CCN(CC)S(=O)(=O)c1ccc(F)cc1
  3%	50	0%	-11%	6%	-12%
#9 COc1cc2c(cc1OC)C(COc1cccc(C(F)(F)F)c1)N(C(=O)c1ccc(S(=O)(=O)N3CCCC3)cc1)CC2 (configuration not stated)
  7%	-7	.	6%	.	.
#10 COC(=O)c1ccc(C2C3=C(Nc4nnnn42)c2ccccc2OC3)cc1 (configuration not stated)
  0%	51	-3%	?	20%	-57%
#11 S=C(NCCc1ccccc1)N1CCN(C(c2ccccc2)c2ccccc2)CC1
  ?	3	4%	?	?	-32%
#12 CC(=O)c1nn(-c2cccc(C(F)(F)F)c2)c(=O)[nH]c1=O
  -6%	-9	-8%	2%	14%	-11%
#13 CCN(CC)c1ccc(NC(=O)Nc2ccccc2)cc1
  -29%	78	0%	6%	-19%	-28%
#14 CCn1cnc2cc(NCc3ccc(Br)cc3)ccc21
  6%	53	11%	1%	3%	4%
#15 COc1ccc(OC(=O)CCCN2C(=O)c3ccccc3C2=O)cc1
  3%	-3	-1%	1%	15%	-3%
#16 CN(CC(=O)Nc1ccc(F)cc1)C(=O)Cn1cnc2ccc(Cl)cc2c1=O
  -13%	9	.	?	19%	-2%
#17 CCOc1ccccc1NS(=O)(=O)c1ccc(Br)s1
  2%	-2	-19%	-3%	4%	.
#18 O=S(=O)(NCc1ccccc1)c1ccc(Cl)c(S(=O)(=O)NCc2ccccc2)c1
  -8%	-9	2%	0%	11%	-29%
#19 c1ccc(-n2ncc3c(N4CCCC4)ncnc32)cc1
  2%	64	-5%	1%	-20%	2%
#20 CN(c1ccccc1)S(=O)(=O)c1cccc(NC(=O)c2ccc3ncsc3c2)c1
  -4%	0	-3%	-4%	11µM*	-49%

An excerpt from above, limited to HCMV antiviral, HCV inhibitor and AmpC no deterg:
| nr | Compound | HCMV antiviral | HCV inhibitor | AmpC no deterg |
| --- | --- | --- | --- | --- |
| 14 | CCn1cnc2cc(NCc3ccc(Br)cc3)ccc21 | 53 | 3% | 4% |
| 15 | COc1ccc(OC(=O)CCCN2C(=O)c3ccccc3C2=O)cc1 | -3 | 15% | -3% |
| 16 | CN(CC(=O)Nc1ccc(F)cc1)C(=O)Cn1cnc2ccc(Cl)cc2c1=O | 9 | 19% | -2% |
| 17 | CCOc1ccccc1NS(=O)(=O)c1ccc(Br)s1 | -2 | 4% | . |

New compounds follow
Each structure is followed by: Sm TGR inh	HCMV antiviral	Giardia FBPA inh	AmpC detergent	HCV inhibitor	AmpC no deterg
#21 O=C(NCCc1ccccn1)C1CCN(S(=O)(=O)c2ccc3ccccc3c2)CC1
  .	-30	12%	3%	3%	94%[activator]
#22 O=C(/C=N/O)Nc1ccccc1C(=O)O
  1%	33	-1%	-3%	12%	-15%
#23 COc1ccccc1N1CCN(c2nc(N)c(C#N)c(CC#N)c2C#N)CC1
  -5%	-4	?	-11%	-18%	-5%
#24 Cc1ccc(OCCOc2ccc(Br)cc2)c([N+](=O)[O-])n1
  -5%	84	-6%	-3%	?	-15%
#25 CN(C)CCCN(C(=O)c1ccc(S(=O)(=O)N2CCCCCC2)cc1)c1nc2c(F)cccc2s1
  -5%	-7	.	-4%	-3%	66%[activator]
#26 O=C(Nc1ccc(Cl)cc1-c1nc2ccccc2s1)c1ccco1
  -32%	.	0%	0%	?	-26%
#27 O=C(CSc1nnc(CNC(=O)c2c(F)cccc2F)o1)NCc1ccccc1
  1%	-35	-7%	-2%	19%	-15%
#28 CCN(CC)S(=O)(=O)c1ccc(-c2cn3ccc(C)cc3n2)cc1
  16%	78	5%	-14%	8%	-16%
#29 CCOc1cc(/C=C2\C(=O)N(c3cccc(C(F)(F)F)c3)C(=O)c3ccccc32)ccc1O
  -13%	-24	-6%	-5%	6%	-35%
#30 Cn1c(=O)cc(OCCCC(=O)N2CCN(c3ccccc3)CC2)c2ccccc21
  -9%	174	-10%	-6%	-21%	75%[activator]
#31 Cn1c(N2CCC(C(N)=O)CC2)nc2c1c(=O)n(Cc1ccc(Cl)cc1)c(=O)n2C
  14%	-33	0%	-12%	1%	0%
#32 CCOC(=O)c1ccc(Nc2nc(C)cc(C)c2C#N)cc1
  -6%	-30	1%	0%	?	-15%
#33 Cn1c(N)c(N2CCCCC2)c(=O)n(CC(=O)Nc2cccc(C#N)c2)c1=O
  .	-18	.	.	-7%	-16%
#34 Fc1ccccc1CNc1nc(-c2cccnc2)nc2ccccc12
  1%	12	4%	-4%	35µM*	-35%
#35 COc1cc(-c2nc(-c3ccc(NC(=O)c4ccc5c(c4)OCO5)cc3)no2)cc(OC)c1OC
  -4%	60	-1%	2%	?	0%
#36 CCCCNc1nc(-c2ccccc2)nc(-n2ccnc2)n1
  1%	-16	3%	-8%	3.5µM*	-4%
#37 CCO[C@H]1OC(C(=O)N2CCN(Cc3ccccc3)CC2)=C[C@@H](c2cn(C(C)=O)c3ccccc23)[C@@H]1CCCO
  ?	-21	0%	8%	-28%[8.37 µM]	219%[activator]
#38 N#C/C(=C/c1cn(-c2ccccc2)nc1-c1cccc(S(=O)(=O)N2CCCC2)c1)C(=O)NCc1ccco1
  ?	2	-1%	-10%	?	-46%
#39 Cc1ccc(S(=O)(=O)NCCC(=O)NC2CCCCC2)cc1
  .	-9	.	.	-8%	-3%
#40 O=C(c1cnn2c(C(F)(F)F)cc(-c3ccc(Br)cc3)nc12)N1CCOCC1
  6%[11.4 µM]	-10	1%	8%	20%	-14%
#41 COc1ccc(CNC(=O)CN(C(=O)CCC(=O)Nc2nccs2)c2cccc(C)c2)cc1
  -1%	10	8%	4%	3%	-6%
#42 Cc1ccc(NC(=O)CN2C(=O)C3C4C=CC(C4)C3C2=O)cc1S(=O)(=O)N(C)C (configuration not stated)
  1%	-103*	1%	-3%	16%	-24%
#43 Cc1ccc(-n2ncc(C(=O)N3CCN(c4cc(Cl)ccc4C)CC3)c2C2CCN(C(=O)OC(C)(C)C)CC2)cc1
  30%	0	.	-6%	.	.
#44 Cc1c(CN2CCC(n3nccc3NC(=O)c3cccc(F)c3)CC2)cnn1C
  -1%	-10	.	-4%	-1%	21%
#45 COc1ccc(C(=O)c2ccccc2Cl)cc1OC
  15%	30	-3%	6%	-1%	-11%
#46 C=CCCC(=O)Nc1nc(C)c(-c2csc(Nc3cccc(OC)c3)n2)s1
  -7%	11	0%	-4%	6.3µM*	-36%
#47 CC/C(=N/OC(=O)c1cccc(C)c1)C(=O)c1cccs1
  1%	12	0%	-8%	23%	-12%
#48 C=CCN1C=C2C(=O)C(C)(OC(=O)c3cccs3)C(=O)C=C2C=C1CCCC(=O)OC (configuration not stated)
  -25%	5	?	-8%	0%	42%
#49 COc1ccc(NC(=O)COC(=O)Cc2ccsc2)c(OC)c1
  .	-30	.	.	-9%	-14%
#50 CCNCc1cc([N+](=O)[O-])ccc1OCC
  11%	-29	-1%	-8%	10%	-39%
#51 Cc1snc(SCC(=O)c2ccc([N+](=O)[O-])cc2)c1C#N
  -17%	-5	?	0%	?	-35%
#52 CC(=O)Nc1ccc(S(=O)(=O)NCCC(=O)OCC(=O)NCc2ccccc2)cc1
  .	-4	.	.	0%	-11%
#53 O=C(NCc1ccc(F)cc1)c1cccnc1
  1%	-1	-1%	?	19%	-10%
#54 COc1ccc(C(=O)CC(=O)C(=O)Nc2ccccc2)cc1
  -12%	37	-5%	-3%	10%	-26%
#55 Cc1cccc(NC(=O)CSCC(=O)Nc2nnc(C3CC3)s2)c1
  7%	91	?	-5%	2%	-58%
#56 COc1ccc(-c2noc(C3CC(=O)N(c4ccc(C)c(F)c4)C3)n2)c(OC)c1 (configuration not stated)
  -2%	14	.	19%	.	.
#57 CC(C(=O)N1CCCC1)N(c1ccccc1)S(C)(=O)=O (configuration not stated)
  0%	25	2%	-3%	.	-2%
#58 NS(=O)(=O)c1ccc(CCNC(=O)CN2CCN(c3ccccc3F)CC2)cc1
  -12%	?	4%	-14%	4%	-15%
#59 OCC1CCCN(C(=S)NCCc2ccccc2)C1 (configuration not stated)
  15%	101	2%	-2%	17%	-10%
#60 O=C(COC(=O)CCC(=O)c1ccccc1)Nc1nnc(-c2ccccc2)o1
  0%	-6	.	?	25%	-19%
#61 Cc1nn(CCCC(=O)N2CCN(c3ccc(F)cc3)CC2)c(C)c1[N+](=O)[O-]
  -16%	-1	-4%	-1%	-4%	57%
#62 C/C(=N/NC(=O)c1ccoc1C)c1ccc(NC(=O)c2ccncc2)cc1
  -12%	11	12%	1%	-2%	-33%
#63 CN(CC(=O)Nc1cccc(F)c1)C(=O)c1ccc(N2CCCCCC2)c([N+](=O)[O-])c1
  5%	?	.	4%	?	-26%
#64 CCc1cccc(NC(=O)CSc2ncc3c(n2)-c2cc(Cl)ccc2N(C)S3(=O)=O)c1
  4%	-2	.	-5%	.	.
#65 CCOc1cc(CNC(=O)CN2C(=O)c3ccccc3S2(=O)=O)ccc1OC
  4%	46	0%	3%	15%&-3%	1%
#66 Cc1cc(NC(=O)NN2CCOCC2)nn1-c1c(Cl)cc(Cl)cc1Cl
  -14%	-24	-19%	3%	23%	40%
#67 COc1cccc(C(=O)N(Cc2ccc(N(C)C)cc2)C2CCS(=O)(=O)C2)c1 (configuration not stated)
  -10%	13	-20%	-8%	8%	21%
#68 CCC(=O)Nc1nnc(S(=O)(=O)N(CC)c2ccc(Cl)cc2)s1
  ?	-67*	1%	-5%	8%	-13%
#69 Cc1cc(C)c(OCC(=O)N/N=C/c2ccc3c(c2)OCO3)c(C)c1
  5%	-38	4%	-17%	-10%	-28%
#70 CCCOc1ccc(N2C(=O)CC(N(O)c3ccccc3)C2=O)cc1 (configuration not stated)
  ?	42	2%	?	-3%	-22%
#71 C/C(=N/NC(=S)Nc1ccccc1)c1ccc2c(c1)OCO2
  -9%	-37	30%	3%	?	-23%

Source: PubChem (National Center for Advancing Translational Sciences (NCATS))

Hits appear at their usual frequency, and some 9.9% of all compounds hit somewhere here.
